# BAP1 block: blocks human BAP1 ubiquitin-AMC hydrolysis. Q92560. recombinant BAP1, Ub-AMC hydrolysis fluorescence kinetic; active compounds read low. activity remaining (% of control), % at 20 µM. hit rate 0.48% among 72,000;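 active means activity remaining at or below 50% of control, provided the compound also passes the data quality filters; inactive means the rest, including low values that fail the filters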;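 further: 100% = DMSO wells rate and 0% = substrate alone blank rate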
# Target sequence (Q92560 whole entry, looked up): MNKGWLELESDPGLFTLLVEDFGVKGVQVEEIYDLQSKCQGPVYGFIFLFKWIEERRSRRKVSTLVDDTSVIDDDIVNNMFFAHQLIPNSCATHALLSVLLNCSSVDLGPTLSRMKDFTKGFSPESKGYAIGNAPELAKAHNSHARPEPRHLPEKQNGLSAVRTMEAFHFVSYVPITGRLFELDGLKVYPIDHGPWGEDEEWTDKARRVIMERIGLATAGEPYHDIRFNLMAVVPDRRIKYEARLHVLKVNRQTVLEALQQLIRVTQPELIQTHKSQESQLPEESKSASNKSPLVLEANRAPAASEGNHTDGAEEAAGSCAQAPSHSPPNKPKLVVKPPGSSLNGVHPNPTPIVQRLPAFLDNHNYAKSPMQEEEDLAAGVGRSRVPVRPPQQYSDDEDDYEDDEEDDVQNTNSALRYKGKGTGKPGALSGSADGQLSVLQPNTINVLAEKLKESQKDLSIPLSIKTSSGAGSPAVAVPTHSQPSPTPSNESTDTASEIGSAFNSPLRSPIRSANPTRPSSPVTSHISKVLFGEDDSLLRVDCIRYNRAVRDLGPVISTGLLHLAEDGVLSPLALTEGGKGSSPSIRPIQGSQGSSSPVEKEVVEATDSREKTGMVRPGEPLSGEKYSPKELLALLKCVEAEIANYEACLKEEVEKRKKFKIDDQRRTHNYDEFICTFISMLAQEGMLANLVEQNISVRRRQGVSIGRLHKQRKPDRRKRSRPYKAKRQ
# HePTP inhibitor: blocks human HePTP tyrosine phosphatase. P35236. recombinant HePTP phosphatase activity, OD absorbance. hit rate 0.64% among 110,000. inhibition, % at 20 µM; in the data active means inhibition above about 50%;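 further: plate controls were vehicle for no effect and reference inhibitor for full effect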
# Target sequence (P35236 whole entry, looked up): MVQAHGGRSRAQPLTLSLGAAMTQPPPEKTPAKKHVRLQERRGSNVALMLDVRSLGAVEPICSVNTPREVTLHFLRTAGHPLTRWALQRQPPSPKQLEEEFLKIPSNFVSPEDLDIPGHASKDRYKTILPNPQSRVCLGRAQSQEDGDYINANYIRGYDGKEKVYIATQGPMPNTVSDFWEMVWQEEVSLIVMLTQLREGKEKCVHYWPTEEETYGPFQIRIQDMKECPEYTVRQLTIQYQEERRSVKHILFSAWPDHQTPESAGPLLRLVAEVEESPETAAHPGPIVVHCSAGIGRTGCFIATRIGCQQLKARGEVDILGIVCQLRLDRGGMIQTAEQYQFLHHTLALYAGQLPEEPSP
# * marks the source's active call; other numbers are inactive results; . = no result given; & = joins results of further samples.
BAP1 block	HePTP inhibitor	structure
.	-9	CCc1ccc(N2CC(C(=O)Nc3ccc(Cl)c(Cl)c3)CC2=O)cc1 (stereo not drawn)
108	-2	CCOc1ccc(C(=O)OCn2nnc3ccccc3c2=O)cc1OC
.	14	N#Cc1ccccc1NC(=O)C(Cc1ccc([N+](=O)[O-])cc1)N1C(=O)c2ccccc2C1=O (stereo not drawn)
80	-8	O=C(Nc1ccc(N2CCN(C(=O)c3ccco3)CC2)c(Cl)c1)c1cccs1
.	-17	O=C1c2ccccc2C(=O)N1CC(=O)n1c2c(c3ccccc31)CCCC2
.	-3	N/C(=N\OC(=O)Cc1ccc(-c2ccccc2)cc1)c1ccccc1
94	-6	Cc1ccc(/C(O)=C2\C(=O)C(=O)N(CCN(C)C)C2c2ccccc2F)cc1 (stereo not drawn)
98	7	O=C(Nc1ccc(F)cc1F)N1CCCCC1c1cccnc1 (stereo not drawn)
.	5	O=C(O)c1cccc(N2C(=O)c3cc4ccccc4c(-c4ccccc4)c3C2=O)c1
.	10	COc1cc(C(=O)NC(NC(=S)Nc2ccc(Br)cc2)C(Cl)(Cl)Cl)cc(OC)c1OC (stereo not drawn)

# Brought forward from above: 7 compounds; new compounds follow.
BAP1 block	HePTP inhibitor	structure
80	-8	O=C(Nc1ccc(N2CCN(C(=O)c3ccco3)CC2)c(Cl)c1)c1cccs1
.	-17	O=C1c2ccccc2C(=O)N1CC(=O)n1c2c(c3ccccc31)CCCC2
.	-3	N/C(=N\OC(=O)Cc1ccc(-c2ccccc2)cc1)c1ccccc1
94	-6	Cc1ccc(/C(O)=C2\C(=O)C(=O)N(CCN(C)C)C2c2ccccc2F)cc1 (stereo not drawn)
98	7	O=C(Nc1ccc(F)cc1F)N1CCCCC1c1cccnc1 (stereo not drawn)
.	5	O=C(O)c1cccc(N2C(=O)c3cc4ccccc4c(-c4ccccc4)c3C2=O)c1
.	10	COc1cc(C(=O)NC(NC(=S)Nc2ccc(Br)cc2)C(Cl)(Cl)Cl)cc(OC)c1OC (stereo not drawn)
83	1	O=c1c2ccccc2n(Cc2ccc(Cl)cc2)c(=O)n1Cc1ccco1
.	-14	O=C(N/N=C\c1c(O)ccc2ccccc12)c1cccc2cc[nH]c12
.	0	O=C(Cn1c2ccccc2c(=O)c2ccccc21)N/N=C/c1cc([N+](=O)[O-])ccc1N1CCCCCC1
.	-8	N#Cc1cc(N=Cc2cccc(C=Nc3ccc(N)c(C#N)c3)c2)ccc1N
.	6	CCOc1ccc2c(c1)C(C)=CC(C)(C)N2C(=O)CN1C(=O)c2ccccc2C1=O
.	-3	O=[N+]([O-])c1cc(-n2ncnc2-c2cccc(Br)c2)ccc1Cl
.	-2	CSc1cccc(NC(=O)CSc2nc3ccccc3s2)c1
76	-4&-5	O=C(Nc1ccc(Br)c(Cl)c1)c1ccco1
105	4	O=C(O)CSC(NC(=O)c1cccnc1)(C(F)(F)F)C(F)(F)F
99	9	Cc1ccc(CN(C)CCc2ccccn2)cc1
122	8	O=C(CSc1nnc2sc3ccccc3n12)N1CCN(c2ccccc2)CC1
119	-8	CCN(CC)c1nc(C)c2c(c1C#N)CC(C)(C)OC2
.	-10	COC(=O)COc1ccc(/C=N/NC(=O)CSc2nc(C)cc(C)n2)cc1
.	-21	Brc1ccc(OCCCN2CCCC2)cc1
.	-14	Cc1cc(C)c(C(=O)/C(=C/c2ccc(Br)cc2)c2ccccc2)c(=O)[nH]1
92	3	Cc1ccc(Nc2nc(N)nc(CN3CCN(Cc4ccc5c(c4)OCO5)CC3)n2)c(C)c1
.	-9	Cc1nn2c(C(F)(F)F)cc(-c3ccc(Cl)cc3)nc2c1C(N)=O
.	0	C=CCNC(=S)Nc1sc(C)c(C)c1C(=O)OCC
.	10	COc1ccc(C2/C(=C(/O)c3ccccc3)C(=O)C(=O)N2c2nc3ccccc3s2)cc1 (stereo not drawn)
116	-1	Cc1cc(NC(=O)C2CC(=O)OC2c2ccccc2)no1 (stereo not drawn)
.	-10	CCc1nc2ccccc2c(NC(=O)CNC(C)(C)CC(C)(C)C)c1C
51	12	COc1ccc(-c2nc(C#N)c(N3CCN(c4ccccc4)CC3)o2)cc1
61	10	Cc1cc(C)n(C(=O)CNc2cccc(Cl)c2C)n1
52	.	CCOC(=O)c1c(NC(=O)c2ccccc2F)sc(C(=O)Nc2cccc(Cl)c2)c1C
.	7	COc1ccc(Cl)cc1C(=O)N(Cc1ccccc1)C(C)C
.	-18	CCN1CCN(C(=O)c2cc([N+](=O)[O-])cc([N+](=O)[O-])c2)CC1
.	9	O=C(Cc1c(C(=O)O)[nH]c2ccccc12)NCCN1CCN(c2ccccc2F)CC1
167	.	O=C(O)CCC(=O)Nc1ccccc1F
162	-2	CCc1nc2c(sc3nc(N4CCOCC4)c4c(c32)CC(C)(C)OC4)c(=O)o1
89	5	COc1ccccc1CNC(=O)CCn1c(=O)oc2ccccc21
87	5	COc1ccc(OCc2nnc3n2N=C(c2ccc(OC)cc2)CS3)cc1
.	100*	CCOC(=O)c1ccc(N2NC(=O)/C(=C/c3ccc4c(c3)OCO4)C2=O)cc1
93	25	CCOC(=O)C1CCN(c2c(NC3CCCCCCC3)c(=O)c2=O)CC1
.	6	COc1ccc(C(O)(C(=O)NCc2ccccc2)c2ccc(OC)cc2)cc1
73	8&-1	Cc1c(C)c2ccc(OCC(=O)N(C)C)c(C)c2oc1=O
.	-14	C=C(C)CSc1nc2sc3c(c2c(=O)n1Cc1ccccc1)CCC3
.	-6	CN(C)c1ccc(/C=C/C(=O)c2ccc3ccccc3c2)cc1
134	2	O=C(CSc1nnc(-c2ccccc2Br)o1)N1CCc2ccccc2C1
62	2	Cc1ccc(NC(=O)Cn2cccc2)c(Br)c1
64	1	CCOC(=O)c1nn(-c2cc(C(=O)OC)cc(C(=O)OC)c2)cc1O
77	7	CCOC(=O)N1CCN(C(=O)c2ccc(NS(C)(=O)=O)cc2)CC1
122	8	COC(=O)C1C(=O)C2=C(CC1C)NC(C)=C(C(=O)OCc1ccc(OC)cc1)C2c1ccc(C)o1 (stereo not drawn)
.	9	Oc1ccc(/C=N/Nc2nc(N3CCOCC3)nc(N3CCOCC3)n2)c(O)c1
.	-18	CCCN(CCC)C(=O)c1c(NC(=O)c2cccs2)sc2c1CCCCC2
99	6	Cn1c(=O)oc2cc(S(=O)(=O)NCCC(=O)NC3CCCC3)ccc21
.	1	COc1ccc2c(=O)cc(C(F)(F)C(F)F)oc2c1
95	.	Cc1cc(=O)n(CCO)c(=O)[nH]1
113	-4	CCC(NC(=O)Nc1nccs1)(C(F)(F)F)C(F)(F)F
.	6	COc1cccc(C2(c3cccc(OC)c3)CC2C(=O)NCc2ccccc2)c1 (stereo not drawn)
.	0	CCN(CC)CCN1C(=O)C(O)=C(C(=O)/C=C/c2ccccc2)C1c1ccc(OC)c(OC)c1 (stereo not drawn)

# Among those listed so far, these contain a COOH group:
BAP1 block	HePTP inhibitor	structure
.	5	O=C(O)c1cccc(N2C(=O)c3cc4ccccc4c(-c4ccccc4)c3C2=O)c1
105	4	O=C(O)CSC(NC(=O)c1cccnc1)(C(F)(F)F)C(F)(F)F
.	9	O=C(Cc1c(C(=O)O)[nH]c2ccccc12)NCCN1CCN(c2ccccc2F)CC1
167	.	O=C(O)CCC(=O)Nc1ccccc1F

# The list goes on.
BAP1 block	HePTP inhibitor	structure
107	11	CC(=O)c1ccc(OCC(O)CN2CCN(CCO)CC2)cc1 (stereo not drawn)
.	2	CC1CN(Cc2ccccn2)CCC1=O (stereo not drawn)
58	-3	C=CCc1cc(C(=O)N2CCCCC2)ccc1O
.	-1	O=C(c1ccco1)N(O)c1ccccc1
109	4	CCOC(=O)N1CCN(C(=O)c2sc3nc(-c4ccc(F)cc4)cn3c2C)CC1
108	2	COc1ccc(OCc2nnc(SCC(N)=O)n2-c2ccccc2OC)cc1
95	-4	COc1cc(-c2nnc(SCC(=O)c3ccc(C)cc3)o2)cc(OC)c1OC
83	7	COc1cccc(C2CC(c3ccccc3Cl)n3nc(N)nc3N2)c1 (stereo not drawn)
.	-2	O=C(Nc1c(-c2ccccc2)nc2ccc(Cl)cn12)c1cccs1
.	7	Cc1ccc(S(=O)(=O)NC(=O)NCCc2ccccc2)cc1
.	13	CC(=O)N(CCN(C(C)=O)c1ccccc1C)c1ccccc1C
72	.	C=C(c1ccccc1)c1ccc(OC)cc1
.	-4	COc1ccc(-c2nc(C#N)c(NCC3CCCO3)o2)cc1OC (stereo not drawn)
111	0	CCCc1[nH]nc2c1C(c1cccc(OC(=O)c3ccco3)c1)C(C#N)=C(N)O2 (stereo not drawn)
125	-8	O=C(COc1ccc(S(=O)(=O)NC2CCCC2)cc1)N1CCCCCC1
.	-5	CCCOc1ccc2ccc(=O)oc2c1
.	-9	CCOC(=O)C1(C)C=C(O)C(=O)N1c1ccc(Br)cc1 (stereo not drawn)
82	8	CC(C)CCn1c(=O)c2ccccc2n2c(CN(C)Cc3ccccc3)nnc12
102	-7	O=C(CCC(=O)N1CCN(C2CCCCC2)CC1)Nc1nnc(C(F)(F)F)s1
90	-6	CCOC(=O)C(NC(=O)c1ccccc1)(N1CCCC1=O)C(F)(F)F (stereo not drawn)
91	4	Cn1c(=O)oc2ccc(C(=O)CSc3nnnn3-c3ccccc3)cc21
.	5	Cc1cc(C)nc(Nc2nc3ccccc3c(=O)[nH]2)n1
43*	11	Cc1cccc(C)c1NC(=O)Cn1nnc(-c2ccc(N3CCOCC3)cc2)n1
100	8	O=C(c1cc(S(=O)(=O)N2CCCCC2)c(Cl)cc1N1CCOCC1)N1CCOCC1
61	-4	CCOc1ccc(OCC)c(NC(=O)CN(c2ccc(C)cc2)S(=O)(=O)c2c(C)noc2C)c1
168	.	Cc1cc(N)n(Cc2ccccc2)n1
.	3	CSc1ccccc1NC(=O)c1ccc([N+](=O)[O-])cc1
.	2	O=S1(=O)CCC(NC(=S)N/N=C/c2ccc(-c3ccc(Cl)cc3Cl)o2)C1 (stereo not drawn)
88	17	CCOC(=O)c1sc(NC(=O)CSc2ncn(-c3ccccc3)n2)nc1C
130	7	O=C(c1ccc(NS(=O)(=O)c2ccccc2)cc1)N1CCN(Cc2ccc3c(c2)OCO3)CC1
.	6	Cc1ccc(OCC(=O)O/N=C(\N)c2ccc([N+](=O)[O-])cc2)c(Br)c1
78	6	N#Cc1ccc(NC(=O)CN2C(=O)NC(Cc3ccccc3)C2=O)cc1 (stereo not drawn)
65	.	O=C1C2C=CC=CC2=NC(=S)N1CCN1CCC(=C(c2ccc(F)cc2)c2ccc(F)cc2)CC1 (stereo not drawn)
.	1	Cc1oc2ccc(OCc3ccc(Br)cc3)cc2c1C(=O)O
.	8	COC(=O)C1=C(C)N(C)C(=O)NC1c1ccccc1OCc1ccccc1 (stereo not drawn)
.	6	Cc1ccc2nc(NC(=O)CCNS(=O)(=O)c3cccs3)sc2c1
68	-3	CCOC(=O)Cn1cc(C(=O)c2ccco2)c2ccccc21
.	4	COc1ccc(C(=O)N2CCN(C3CCCC(C)C3)CC2)cc1 (stereo not drawn)
146	-1	Cc1ccc(-c2nn(C)c(=O)c3ccccc23)cc1CN1CCOCC1
87	-4	COc1cccc(C(=O)N2CCN(C3CCC(c4ccccc4)CC3)CC2)c1 (stereo not drawn)
147	-5	CN1CCN(c2oc(-c3cccs3)nc2S(=O)(=O)c2ccccc2)CC1
.	9	Cc1ccc(/C=C2\N=C(c3ccc(Cl)cc3)OC2=O)o1
82	.	CCOc1ccc(N2CC(C(=O)Nc3cccc(OC)c3)CC2=O)cc1 (stereo not drawn)
94	-13	CCOc1ccc(N2C(=O)c3cccnc3C2=O)cc1
.	-4	Cc1ccc(CSc2nnc(-c3cccc(F)c3)n2-c2ccccc2)cc1
90	8	CC1=CCC2C(=O)N(c3nc(C)cc(C)n3)C(=O)C2C1 (stereo not drawn)
.	-12	CCN(C(=O)c1ccc(Cl)c([N+](=O)[O-])c1)c1ccccc1
.	-9	Cc1nc2ccccc2n1C(=O)c1cc(Cl)ccc1Cl
.	7	COc1ccc(CNC(=O)C(=O)NCc2ccc(Cl)cc2)cc1
.	15	CCn1cc(C(=O)O)c(=O)c2cc(F)c(N/N=C/c3ccccc3[N+](=O)[O-])cc21

# (more compounds)
BAP1 block	HePTP inhibitor	structure
.	1	Cc1cc(OCC(=O)NCc2ccccc2Cl)ccc1Br
107	4	COC(=O)c1ccc(NC(=O)C2CCCO2)cc1 (stereo not drawn)
77	8	CCOc1cc(C(=O)OCC(=O)NCc2ccco2)cc(OCC)c1OCC
144	3	COc1ccc2[nH]cc(C(=O)CN(C)CCc3ccc(OC)c(OC)c3)c2c1
.	8	CN(C1=NC(=O)/C(=C\C(Cl)=C\c2ccc([N+](=O)[O-])cc2)S1)c1ccc(O)cc1
.	-19	COc1ccc(OC)c(C2NC(=S)NC(C)=C2C(=O)OCCc2ccccc2)c1 (stereo not drawn)
.	5	Cc1c(Nc2nc(-c3ccccc3)c(NC(=O)c3ccccc3)s2)c(=O)n(-c2ccccc2)n1C
96	8	O=S(=O)(c1cccs1)N1CCN(CC(O)COc2cc(Cl)ccc2Cl)CC1 (stereo not drawn)
109	11	CCSc1nnc(NC(=O)c2ccccn2)s1
54	3	O=C(NCC12CC3CC(CC(C3)C1)C2)c1cc2n(n1)C(C(F)(F)F)CC(c1ccco1)N2 (stereo not drawn)
89	-1	CCOC(=O)N1CCN(C(=O)CSCC(=O)Nc2nc(-c3ccc(OC)cc3)cs2)CC1
.	7	O=C(Nc1ccc(Cl)c(-c2nc3ccccc3s2)c1)c1cccs1
.	-4	Cc1cc(Cl)ccc1OCC(=O)NNC(=O)CC#N
.	-6	Cc1ccccc1CNC(=O)CN(c1ccc(Oc2ccccc2)cc1)S(C)(=O)=O
73	.	O=C1NC(=O)C2C1C1(c3ccccc3)C(=O)C2(c2ccccc2)C(c2ccc3c(c2)OCO3)=C1c1ccc2c(c1)OCO2 (stereo not drawn)
